Compound activity from PubChem.
KDM4E inh: blocks human JMJD2E demethylase activity; B2RXH2; JMJD2E catalytic domain, FDH-coupled NADH fluorescence (FDH is formaldehyde dehydrogenase); Potency, µM (top dose mostly 57.1 µM), without a hit: top-dose activity change, negative = inhibition, most hits filed as inhibitors; 1.6% of 230,000 active; active = well fitted inhibition curve with a large enough effect, not every such curve was filed as active; inconclusive = small, poorly fitted or top-dose-only effect, or another doubt; inactive = no such curve, though single readings can be large or run the other way;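 note: 0% = wells with enzyme and -100% = buffer wells without enzyme; nearly all actives have a fitted effect of over 50% in size; many of its hits are not listed in these tables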
Target sequence (B2RXH2 1-337 limits assumed): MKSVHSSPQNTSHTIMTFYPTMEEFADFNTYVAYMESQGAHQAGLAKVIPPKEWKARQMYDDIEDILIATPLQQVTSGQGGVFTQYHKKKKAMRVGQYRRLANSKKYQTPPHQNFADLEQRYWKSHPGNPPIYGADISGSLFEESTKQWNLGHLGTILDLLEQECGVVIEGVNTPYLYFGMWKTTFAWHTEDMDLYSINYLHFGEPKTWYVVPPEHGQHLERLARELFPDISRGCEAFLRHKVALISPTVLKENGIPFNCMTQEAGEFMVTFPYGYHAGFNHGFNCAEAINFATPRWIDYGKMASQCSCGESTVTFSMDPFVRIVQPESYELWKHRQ
TRb SRC2 PPI: inhibitors of human thyroid hormone receptor beta-SRC2 interaction. TRbeta-SRC2 peptide binding, fluorescence polarization; receptor liganded with 1 µM T3. Potency, µM (titrated, usually from 106 µM), inactives show at the highest dose activity change, negative = inhibition, actives largely listed as inhibitors. 0.065% of 280,000 active. AID 1469;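 note: plate controls were bound peptide for no effect and peptide without receptor for full effect; nearly all actives have a fitted effect of over 50% in size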
Target sequence (P10828 whole entry, looked up): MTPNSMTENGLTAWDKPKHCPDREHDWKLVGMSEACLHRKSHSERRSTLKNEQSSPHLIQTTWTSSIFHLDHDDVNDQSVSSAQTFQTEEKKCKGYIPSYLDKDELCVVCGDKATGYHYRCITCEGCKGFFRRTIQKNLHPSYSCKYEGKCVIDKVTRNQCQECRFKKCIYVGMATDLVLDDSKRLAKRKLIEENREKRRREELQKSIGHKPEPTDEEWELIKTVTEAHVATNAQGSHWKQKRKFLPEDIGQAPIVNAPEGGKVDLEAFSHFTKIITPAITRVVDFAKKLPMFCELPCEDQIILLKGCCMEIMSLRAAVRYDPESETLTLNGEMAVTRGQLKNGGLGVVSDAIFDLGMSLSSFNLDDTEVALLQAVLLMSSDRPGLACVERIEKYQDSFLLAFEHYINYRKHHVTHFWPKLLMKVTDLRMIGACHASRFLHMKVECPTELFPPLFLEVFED
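Fluorescence polarization of 20 nM Texas Red SRC2 peptide with 0.6 uM human TRb ligand-binding domain, in Tris buffer with 1uM T3 and 5% DMSO. Incubated 5 hr ambient; normalized to unbound and bound controls.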
GoLoco inh red: RGS12 GoLoco-Gai1 interaction inhibition. AID 880. Gai1:RGS12 GoLoco peptide FP, rhodamine, 10 min. 0.44% of 230,000 active. P63096. Potency, µM (top dose mostly 61.6 µM), without a hit: top-dose activity, negative = inhibition, hits mostly inhibitors; active = well fitted inhibition curve with a large enough effect, not every such curve was filed as active; inactive = no such curve, though single readings can be large or run the other way; note: nearly all actives have a fitted effect of over 30% in size; many of its hits are not listed in these tables
L3MBTL1 inh: blocks human L3MBTL1; Q9Y468; AID 485360; 0.66% of 230,000 active; AlphaScreen L3MBTL1–H3K9me1 peptide binding; Potency, µM (titrated, usually from 57.1 µM), for inactives: at the highest dose activity, negative = inhibition, most hits filed as inhibitors; note: nearly all actives have a fitted effect of over 60% in size
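L3MBTL1 50 nM + b-AHA-H3(1-15)K9me1 75 nM, 30 min RT; compound added, 30 min RT; streptavidin donor/Ni-chelate acceptor beads 10 ug/mL each final, 30 min RT dark; AlphaScreen read.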
TexasRed fluor: Texas Red fluorescence interference in TRb-SRC2 counter-screen. 0.29% of 280,000 active. Potency, µM (titrated, usually from 106 µM), inactives show at the top dose fluorescence change, negative = quenching. TRb/SRC2 Texas Red total fluorescence interference; active = well fitted curve in either direction with a large enough effect; inconclusive = small, poorly fitted or top-dose-only effect
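Human TRβ ligand-binding domain (0.6 uM) and Texas Red SRC2 peptide (20 nM) in Tris buffer with 1 uM T3 and 5% DMSO were incubated with pinned compound for 5 hr at ambient temperature. Total fluorescence was computed as S + 2P (555/632 nm).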
Tau fibril FP: blocks human tau fibril formation measured by polarization | K18 P301L tau heparin fibrillization, Alexa594 FP, 6 h | 0.39% of 280,000 active | P10636 | Potency, µM (titrated, usually from 57.7 µM), for inactives: at the highest dose activity, negative = inhibition, most hits filed as inhibitors | AID 1468; note: nearly all actives have a fitted effect of over 55% in size
Target sequence (P10636 561-689 P618L limits assumed): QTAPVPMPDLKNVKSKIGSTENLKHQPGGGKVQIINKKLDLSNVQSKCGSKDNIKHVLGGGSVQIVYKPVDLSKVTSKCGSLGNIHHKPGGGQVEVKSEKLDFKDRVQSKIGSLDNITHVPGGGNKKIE
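FP of Alexa 594-tau after heparin (20 uM) induction. Substrate: human K18 P301L, 15 uM unlabeled, 0.24 uM labeled. Buffer 100 mM sodium acetate pH 7. 6 hr, 37 C.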
RECQ1 helicase: inhibitors of human RECQ1 DNA helicase. RECQ1 DNA unwinding, red fluorescence kinetic read. Potency, µM (series often up to 57.3 µM), inactives show at the highest dose activity, negative = inhibition, most hits filed as inhibitors. 0.54% of 240,000 active. AID 2549;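 note: plate controls were vehicle for no effect and no enzyme for full effect; nearly all actives have a fitted effect of over 30% in size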
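RECQ1T1 50 nM; forked duplex (20 bp + 30-nt ss tails) 200 nM, ATP 2 mM final; pH 8.0, 2 mM MgCl2, 2.5 ug/ml poly(dI-dC); 15 min compound preincubation; discontinuous kinetic read over 2 h at RT.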
Tau ThT inhib: tau fibrillization inhibition (ThT binding). recombinant tau K18 P301L (four-repeat tau fragment), heparin-induced fibrillization, ThT fluorescence. Potency, µM (doses to about 57.4 µM), for the others: top-dose activity, negative = inhibition, most hits filed as inhibitors. 2.1% of 270,000 active. AID 1460; note: nearly all actives have a fitted effect of over 55% in size
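K18 P301L tau (15 uM + 0.24 uM Alexa 594-tagged), heparin 20 uM, NaOAc pH 7, 6 h 37 C; ThT 30 uM, 1 h RT, ex 450/em 510 nm.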
* marks the source's active call; other numbers are inactive results; i = inactive; ? = inconclusive; · = no result given; [ ] = another dose, or the depositor's remark. Unless noted, calls come from the whole dose curve; as a rule, active = well fitted curve in the direction sought with a large enough effect; inconclusive = small, poorly fitted or top-dose-only effect, or another doubt; inactive = no such curve, though single readings can be large; an effect the other way counts as inactive or inconclusive. Unless noted, % is set by controls: 0 for no effect and ±100 for the full control effect; potency is the fitted concentration of half-maximal effect. The list is partial; count on the stated rates, not on these rows.

SMILES | KDM4E inh | TRb SRC2 PPI | GoLoco inh red | L3MBTL1 inh | TexasRed fluor | Tau fibril FP | RECQ1 helicase | Tau ThT inhib
CC(Cc1cccs1)NC(=S)Nc1ccccc1 (stereo not given) | 1% | 7% | -2% | 5% | 0% | -4% | -5% | 0%
COc1ccc(/C(C)=N/NC(=S)Nc2cc(C)ccc2C)cc1 | -14% | -2% | 12% | -11% | 2% | 4% | -5% | ?
C=CCOC(=O)C1=C(C)NC(SCC)=C(C#N)C1c1ccc(Cl)cc1 (stereo not given) | ? | -18% | 8% | 30% | 0% | -14% | i | -4%
Cc1cc(Nc2ccc(F)cc2F)nc(-n2nc(C)cc2C)n1 | · | -5% | · | · | 0% | 5% | · | -5%
Cc1oc(-c2ccc(C(=O)NCc3ccccc3)cc2)nc1CN1CCc2ccccc21 | · | 8% | · | · | -1% | 10% | · | -15%
O=C(NC1CC2CCCC(C1)N2Cc1cccs1)c1ccc([N+](=O)[O-])cc1 (stereo not given) | 16% | -3% | -1% | 4% | -2% | ? | -11% | -4%
CCCN(CCC)C(=O)C[n+]1cccc(/C=N/O)c1 | 6% | 6% | 7% | 6% | -2% | 1% | -9% | 3%
Cc1ccc(C)c(NC(=O)c2cccc(Oc3ccc([N+](=O)[O-])cc3Cl)c2)c1 | -6% | -3% | · | -8% | -2% | ? | -7% | -10%
CCOC(=O)c1ccc2c(c1)N(CC(=O)Nc1ccc(C)cc1C)C(=O)c1ccccc1S2 | · | -5% | · | · | 0% | 1% | · | 6%
COCCCNC(=O)c1nn(-c2ccc(C)cc2)nc1CO | · | 0% | · | · | -1% | -1% | · | -3%
COCCN(CC(=O)NCc1ccc(F)cc1)C(=O)CCC(=O)Nc1ccccn1 | 2% | -2% | 8% | 8% | -6% | 2% | -5% | 1%
COc1cc(O)c(C(CC(=O)N2CCCC(C)C2)c2ccc(N(C)C)cc2)c(OC)c1 (stereo not given) | 3% | 5% | -1% | · | 0% | 8% | i | -1%
Cc1cc(C(=O)NC(C)CCC(C)C)c2ccccc2n1 (stereo not given) | -9% | 5% | 112%[activator] | · | -3% | -7% | i | 9%
O=S(=O)(c1ccccc1)c1cnc(-c2ccccc2)nc1N1CCCC1 | -1% | 0% | -1% | 18% | -2% | -12% | -25% | -1%
Cc1c(C#N)c(NC(=O)CCl)n(Cc2ccccc2)c1C | -6% | -7% | 11% | · | 2% | 3% | -4% | -18%
CCn1c(SCC(=O)OC2CCCCC2)nnc1-c1ccncc1 | -8% | 5% | -4% | 4% | 2% | 3% | i | -6%
COCCCNC(=O)C1CCN(Cc2nc(-c3ccc(OC)c(OC)c3)oc2C)CC1 | · | 3% | · | · | -6% | -1% | · | 8%
COc1ccc(CCNS(=O)(=O)c2ccc(S(=O)(=O)N3CCCC3)cc2)cc1OC | -1% | 2% | 5% | -2% | 1% | -2% | -1% | -5%
CC1=CC(C)(C)Nc2ccc(OS(=O)(=O)c3ccc(C)cc3)cc21 | 1% | -14% | -3% | ? | 2% | ? | i | 8.9µM*
O=C(NCCc1ccc(Cl)cc1)c1n[nH]c2ccccc12 | -1% | 0% | 10% | 6% | -6% | -3% | -2% | 2%

Retrieved one by one from the entries so far:
SMILES | KDM4E inh | TRb SRC2 PPI | GoLoco inh red | L3MBTL1 inh | TexasRed fluor | Tau fibril FP | RECQ1 helicase | Tau ThT inhib
CCOC(=O)c1ccc2c(c1)N(CC(=O)Nc1ccc(C)cc1C)C(=O)c1ccccc1S2 | · | -5% | · | · | 0% | 1% | · | 6%
Cc1cc(Nc2ccc(F)cc2F)nc(-n2nc(C)cc2C)n1 | · | -5% | · | · | 0% | 5% | · | -5%

Back to the main list with the 3 entries that preceded the break.
SMILES | KDM4E inh | TRb SRC2 PPI | GoLoco inh red | L3MBTL1 inh | TexasRed fluor | Tau fibril FP | RECQ1 helicase | Tau ThT inhib
COc1ccc(CCNS(=O)(=O)c2ccc(S(=O)(=O)N3CCCC3)cc2)cc1OC | -1% | 2% | 5% | -2% | 1% | -2% | -1% | -5%
CC1=CC(C)(C)Nc2ccc(OS(=O)(=O)c3ccc(C)cc3)cc21 | 1% | -14% | -3% | ? | 2% | ? | i | 8.9µM*
O=C(NCCc1ccc(Cl)cc1)c1n[nH]c2ccccc12 | -1% | 0% | 10% | 6% | -6% | -3% | -2% | 2%
CC(NC(=O)c1ccc([N+](=O)[O-])cc1[N+](=O)[O-])c1ccc(-c2ccccc2)cc1 (stereo not given) | 4% | -4% | 10% | 7% | -2% | -1% | 5% | -5%
CCn1c(SCc2ccccc2)nnc1-c1ccc(S(=O)(=O)N2CCCCC2)cc1 | ? | 3% | -2% | 11% | -6% | -3% | -6% | -5%
COC(=O)c1cccc([N+](=O)[O-])c1CS(=O)(=O)c1ccc(C)cc1 | -1% | 2% | 0% | -6% | 3% | -3% | -16% | 0%
S=c1[nH]nc(-c2ccncc2)n1Cc1ccco1 | -7% | -4% | 14% | -5%[11.4 µM] | 1% | 2% | i | -4%
COC(=O)c1sc2nc3c(cc2c1N)C(=O)CC(C)(C)C3 | 2% | 2% | -1% | 4% | 1% | 4% | -2% | -1%
COc1ccc(S(=O)(=O)N2CCCCC2)cc1NC(=O)c1ccc2ccccc2n1 | 2% | -6% | 8% | 1% | 0% | -6% | -7% | 6%
Cc1nn(-c2ccccc2)c2c1cc1c(=O)n(C)c(=O)nc-1n2-c1ccccc1F | ? | 1% | -7% | 15% | -2% | -7% | -7% | -9%
O=C(/C=C/c1ccc2c(c1)OCO2)Nc1nc(-c2ccc(F)cc2F)cs1 | ? | -2% | 6% | -10% | -6% | -10% | -24% | ?
Cc1nc2ccccn2c1C(=O)NN=C1CCCC1 | 35%[activator] | 4% | -3% | ? | 0% | -5% | i | -8%
Nc1nnc(SCC(=O)Nc2cccc(S(N)(=O)=O)c2)s1 | -5% | -2% | 4% | -12% | -1% | -2% | -3% | -1%
CCCCCSc1ncnc2c1sc1nc(N3CCOCC3)c3c(c12)CCCC3 | · | -1% | · | · | -20% | -5% | · | 7%
Cc1cc(=O)oc2c(CN(C)Cc3ccccc3)c(O)ccc12 | ? | 3% | 3% | 7% | 1% | 4% | 7% | -13%
Cc1sc2c(c1C)c(=O)n(CCc1ccccc1)c(=O)n2Cc1cccc(F)c1 | · | -1% | · | · | ? | 4% | · | ?
Nc1nc2cc(S(=O)(=O)NC3=NCCCCC3)ccc2s1 | -12% | -1% | 0% | · | -12% | ? | i | 5µM*
O=C(NCCO)/C(=C/c1ccc(Br)cc1)NC(=O)c1cccs1 | -1% | 4% | -1% | 4% | 1% | 7% | 1% | -9%
C[n+]1ccc(/C=C/c2ccccc2O)c2ccccc21 | -19% | -4% | -47% | · | -1% | -5% | -2% | ?
COc1ccc(-n2nc([N+](=O)[O-])c(=NC3CCN(Cc4ccccc4)CC3)n2O)cc1 | -4% | 5% | 2% | · | -6% | 1% | -1% | ?
Cc1ccc2nc(N/N=C\c3ccc([N+](=O)[O-])o3)nc(-c3ccccc3)c2c1 | 0% | 1% | 37%[activator] | · | -7% | 13% | -15% | 3.2µM*
CCOC(=O)c1c(N)nn(C(C)=O)c1-c1ccccc1 | 7% | -1% | -1% | 7% | 3% | -1% | -2% | -7%
CC1CN(C2=NC(=O)/C(=C/c3ccncc3)S2)CC(C)O1 (stereo not given) | -29% | -3% | 3% | 9% | -6% | -3% | 4% | -2%
O=C(COCc1cc(-c2cccs2)on1)N1CCN(c2cccc(Cl)c2)CC1 | · | -9% | · | · | ? | 7% | · | ?
CN(C)/C=C(\C=N\OCc1ccc(Cl)cc1Cl)C(=O)Nc1ccc(Cl)c(Cl)c1 | -8% | -10% | 2% | 14% | -2% | -7% | -3% | ?
CCn1cc(C(=O)N2CCN(c3ccccc3OC)CC2)c(=O)c2cc(S(=O)(=O)N3CCCCC3)ccc21 | · | -11% | · | · | 0% | -4% | · | -23%
CC(=O)N1N=C(N)SC12CCCC2 | 2% | 3% | -7% | 24% | 2% | 5% | i | 2%
O=C(Cn1cccc1C(=O)c1ccccc1)NCCN1CCCCCC1 | 7% | 4% | · | 1% | -6% | 0% | i | -10%
Cc1cc(SC(C)C(=O)NCC(=O)Nc2ccc(F)c(F)c2F)nc2ccccc12 (stereo not given) | -7% | -20% | 12% | 8% | -2% | -5% | -10% | -2%
CCOC(=O)Cn1c(=O)oc2cc(S(=O)(=O)Nc3cc(Cl)ccc3OC)ccc21 | -6% | -21% | 181%[activator] | · | 0% | 3% | -5% | -2%
Cc1ccc(CN=c2c([N+](=O)[O-])nn(-c3cccc(C)c3)n2O)cc1 | 13% | 3% | 75%[activator] | · | -2% | 2% | -8% | ?
O=C1CCCN1CCC1CCN(C2CC(=O)N(Cc3ccc(N4CCCC4=O)cc3)C2=O)CC1 (stereo not given) | -4% | 7% | 3% | 23%[11.4 µM] | 1% | -3% | -8% | -13%
COc1ccc(C2CN=NC23CCc2ccccc2C3=O)cc1 (stereo not given) | -3% | 6% | 6% | 3% | -2% | -6% | -1% | ?
CCOC(=O)C(=Cc1ccccc1OC)C(=O)OCC | -7% | 2% | -4% | · | 0% | 11% | 1% | ?
COc1ccccc1-n1c(/C=C/c2c(C)n(C)c3ccccc23)nc2ccccc2c1=O | · | 0% | · | · | ? | 9% | · | ?
COc1ccc(OC)c(NC(=O)COC(=O)c2ccc(S(=O)(=O)N3CCOCC3)cc2)c1 | 0% | 3% | -1% | -1% | -6% | -1% | -6% | -3%
CS(=O)(=O)Nc1cccc(-c2nc(NCc3cccnc3)c3ccccc3n2)c1 | 9% | 9% | -1% | · | 0% | -15% | -1% | -10%
O=C(CSc1nc2c([nH]c3ccccc32)c(=O)n1-c1ccc(F)cc1)N1CCCc2ccccc21 | · | 7% | · | · | 3% | -11% | · | 8%
CSCSC1=C(C#N)C(c2ccc(Cl)cc2)C(C(C)=O)=C(C)N1 (stereo not given) | ? | -20% | 10% | 27% | 0% | -3% | -28% | -12%
COc1ccc(OC)c(S(=O)(=O)N2CC=C(c3c(C)n(CC(=O)N4CCCC4)c4ccccc34)CC2)c1 | · | 2% | · | · | 8% | -8% | · | ?
N#Cc1c2c(c[nH]c1=O)CCN2Cc1ccccc1 | ? | -2% | 2% | 7% | -2% | 2% | -2% | -6%
